# HePTP inh = inhibitors of human HePTP phosphatase, primary screen, biochemical, absorbance, leukemia target; AID 521, 2006; inhibition, % at 20 µM; recombinant HePTP phosphatase activity, OD absorbance; Tyrosine-protein phosphatase non-receptor type 7 (Homo sapiens), P35236; 110,000 tested, 0.64% active; in the data active means inhibition above about 50%;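 further: plate controls were vehicle for no effect and reference inhibitor for full effect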
# Target sequence (P35236 whole entry, looked up): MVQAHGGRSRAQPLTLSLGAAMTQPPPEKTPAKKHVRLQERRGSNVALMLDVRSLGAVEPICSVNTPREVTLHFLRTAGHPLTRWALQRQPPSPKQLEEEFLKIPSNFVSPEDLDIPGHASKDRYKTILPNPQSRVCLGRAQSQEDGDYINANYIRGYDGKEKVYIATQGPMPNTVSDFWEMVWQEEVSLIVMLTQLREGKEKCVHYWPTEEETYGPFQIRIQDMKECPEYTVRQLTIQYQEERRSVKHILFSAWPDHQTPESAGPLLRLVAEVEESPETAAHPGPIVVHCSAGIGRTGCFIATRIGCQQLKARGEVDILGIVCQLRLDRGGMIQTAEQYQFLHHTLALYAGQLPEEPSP
# BAP1 block = inhibitors of BAP1 deubiquitinase, primary screen, biochemical, Ub-AMC fluorescence, kinetic. recombinant BAP1, Ub-AMC hydrolysis fluorescence kinetic; hits give low values. activity remaining (% of control), % at 20 µM. 72,000 tested, 0.48% active. AID 436, 2006;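 active means activity remaining at or below 50% of control, provided the compound also passes the data quality filters; inactive means the rest, including low values that fail the filters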;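 further: 100% = DMSO wells rate and 0% = substrate alone blank rate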
# Target sequence (Q92560 whole entry, looked up): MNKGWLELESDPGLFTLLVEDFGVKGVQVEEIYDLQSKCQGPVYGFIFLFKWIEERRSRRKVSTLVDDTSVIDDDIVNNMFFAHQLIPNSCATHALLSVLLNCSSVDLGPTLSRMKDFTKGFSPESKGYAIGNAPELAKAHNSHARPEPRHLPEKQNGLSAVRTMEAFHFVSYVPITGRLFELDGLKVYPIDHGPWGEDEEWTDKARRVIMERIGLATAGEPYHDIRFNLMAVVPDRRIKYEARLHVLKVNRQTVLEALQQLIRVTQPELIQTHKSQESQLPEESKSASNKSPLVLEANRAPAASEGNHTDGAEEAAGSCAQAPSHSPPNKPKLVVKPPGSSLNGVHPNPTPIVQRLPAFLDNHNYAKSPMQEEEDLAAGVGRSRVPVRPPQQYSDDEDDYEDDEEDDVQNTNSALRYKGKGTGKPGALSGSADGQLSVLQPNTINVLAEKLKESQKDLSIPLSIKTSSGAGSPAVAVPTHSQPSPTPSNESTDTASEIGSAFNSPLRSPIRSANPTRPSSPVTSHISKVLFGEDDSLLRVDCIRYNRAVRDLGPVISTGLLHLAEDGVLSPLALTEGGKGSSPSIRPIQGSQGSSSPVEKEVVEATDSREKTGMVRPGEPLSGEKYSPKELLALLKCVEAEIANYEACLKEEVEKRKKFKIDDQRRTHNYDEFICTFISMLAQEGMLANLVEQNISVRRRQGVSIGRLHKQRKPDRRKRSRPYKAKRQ
# An asterisk follows results filed as active; / = not tested or not shown; & = joins results of further samples. Random draw from the library; any-hit rate near 0.83%.
SMILES,HePTP inh,BAP1 block
Cc1ccccc1C(=O)NNC(=O)c1ccc(Br)cc1,13,/
O=S1(=O)C=CC(N2CCOCC2)C1 (stereo not drawn),-2,/
CC(=O)NCCCCCCNC(C)=O,10,114
COC(=O)c1cccc(-n2nnnc2SCC(=O)Nc2cc(C)on2)c1,0,111
CC1(C)CC(=O)C(Sc2nnc(-c3ccc(NS(C)(=O)=O)cc3)n2Cc2ccco2)C(=O)C1,4,97
Nc1nc(F)nc2c1ncn2[C@@H]1O[C@H](CO)[C@@H](O)[C@@H]1O,8,75
CCOC(=O)C1=C(N)n2c(s/c(=C/c3ccco3)c2=O)=C(C(=O)OC)C1c1ccco1 (stereo not drawn),-2,51
NC(=O)CSc1nnc2n(-c3ccccc3)c(=O)c3c4c(sc3n12)CCCCC4,/,97
O=C1CC(N2CCN(Cc3ccc4c(c3)OCO4)CC2)C(=O)N1CCc1ccccc1 (stereo not drawn),3&-1,97
Cc1ccc(C2CC(C(F)(F)F)n3ncc(C(=O)N(C)C4CCCCC4)c3N2)cc1 (stereo not drawn),/,64
CC(C)CCSc1nc2c(c(=O)[nH]c(=O)n2C)n1CCC(C)C,/,86
O=C(CCC1CCCC1)Nc1ccon1,6,138
C=C(C)COc1ccc2c3c(c(=O)oc2c1C)CCCC3,-3,/
O=C(NCc1ccco1)c1ccccc1NS(=O)(=O)c1cccs1,3,/
Clc1cccc(Cl)c1Cn1cnc2c(N3CCCCCC3)ncnc21,13,64
Cc1ccsc1C(=O)OCC(=O)NCC1CCCO1 (stereo not drawn),-1,120
CC(=O)OCCOCn1cnn2c(=O)c([N+](=O)[O-])c(C)nc12,/,75
COc1ccccc1/C=C1/SC(=O)N(CNc2cccc(Cl)c2)C1=O,-4,/
O=C1c2ccccc2C2NC(=O)C3(CCCCC3)N12 (stereo not drawn),2,101
Cc1ccc(S(=O)(=O)c2nc(-c3cccs3)oc2SCC(N)=O)cc1,8,/
Cc1cccc(Nc2nc(N)nc(CN3CCN(c4ccccc4F)CC3)n2)c1,6,97
CCn1cc(C(=O)NCC2CCCO2)c(=O)c2cc(F)c(N3CCN(C)CC3)cc21 (stereo not drawn),2,153
CC(C)NC(=O)CCCc1cn(C)c2ccccc12,4,91
COc1ccc(S(=O)(=O)/N=C2\C=C(Br)C(=O)c3ccccc32)cc1,2,/
CCOc1ccc(NC(=O)c2ccccc2NC(=O)c2cccs2)cc1,8,/
O=C1NCCN/C1=C\C(=O)c1ccc(F)cc1,-17,/
CCN1CCN(C(=O)c2ccc3c(=O)n(CCC4=CCCCC4)c(=O)[nH]c3c2)CC1,10,95
CC(=O)OC(C(=O)NCc1ccco1)c1ccncc1 (stereo not drawn),5,101
Cc1ccc(C)c(NC(=O)CSc2nnc([C@@H]3CCCN3C(=O)OC(C)(C)C)o2)c1,5,113
CCOc1ccc(N(CC(=O)Nc2ccc(F)cc2)S(C)(=O)=O)cc1,-7,/
CC1CCCC(C)N1C(=O)Cn1c(SCC(=O)NCc2ccc3c(c2)OCO3)nc2ccccc21 (stereo not drawn),7,/
O=c1[nH]c(=S)[nH]c2sc3c(c12)CCN(Cc1ccccc1)C3,33,/
CCN(CC)c1ccc(C2C3=C(CC(C)(C)CC3=O)Nc3ccccc3N2C(=O)Cc2ccccc2)cc1 (stereo not drawn),/,77
CCCC(=O)N1c2c(C)cccc2C(Nc2ccccc2C)CC1C (stereo not drawn),6,/
CCN(CC)c1ccc2c(C)c(CN3CCOCC3)c(=O)oc2c1,2,/
COc1ccccc1CNC(=O)CC1S/C(=N\N=C\c2ccccc2)NC1=O (stereo not drawn),1,/
N#Cc1ccc(N=Cc2cccc(O)c2O)cc1,8,/
COc1ccccc1CNC(=O)c1cnc2sccn2c1=O,0,82
COc1ccc(OC)c(/C=C2/C=C(c3ccccc3)OC2=O)c1,6,/
Cc1csc2nc(CSc3nc4ccccc4o3)c(Br)n12,7,67
Cc1c(NC(=O)c2cccs2)cccc1NC(=O)c1cccs1,-14,/
O=C(OCC(=O)N1CCOCC1)c1ccc[nH]c1=O,-2,105
CCOC(=O)CSc1nc2sc(C)c(C)c2c(=O)[nH]1,5&-17,130
CCN(c1ccccc1)S(=O)(=O)c1ccc2[nH]cc(C(=O)NCCOC)c(=O)c2c1,0,83
CCOC(=O)c1cnc2cc(-c3cccc(Cl)c3)[nH]n2c1=O,4,/
CCCc1cc(=O)n2[nH]c(NCc3ccccc3F)nc2n1,7,100
CCOC(=O)c1nnn(-c2nc(N3CCCC3)nc(N3CCCC3)n2)c1-c1ccccc1,2,94
CCCN1C(=O)c2ccc(C(=O)NCc3ccco3)cc2C1=O,7,98
CCOC(=O)c1cc(=O)n2nc(-c3ccccc3F)nc2s1,7,92
O=C(C[n+]1cccc2ccccc21)c1ccc(-c2ccccc2)cc1,/,138
# Remaining list, next part.
SMILES,HePTP inh,BAP1 block
O=C1CC(Sc2ccc3ccccc3c2)C(=O)N1c1ccccc1 (stereo not drawn),-2,/
Cc1ccc(C)c(OCCCC(=O)Nc2ccc(N3CCOCC3)cc2)c1,13,83
Cc1ccc(N(CC(=O)NCc2ccc3c(c2)OCO3)S(=O)(=O)c2c(C)noc2C)cc1,-5,90
COc1ccccc1-c1nc(-c2ccc(C)nc2OC)no1,5,58
CCOc1cc2oc(=O)c3c(c2cc1Cl)CCC3,12,56
COC(=O)c1c(C)oc2ccc(OC(=O)c3ccc(Br)cc3)cc12,104*,/
CCN1C(=O)/C(=C\c2cc(Br)c(OCc3ccc(F)cc3)c(OC)c2)SC1=S,1,/
Cc1cc(NC(=O)C2CCN(S(=O)(=O)Cc3ccccc3)CC2)ccc1-n1cnnn1,-12,115
COc1cc(OC)c(NC(=O)c2c(-c3ccccc3)noc2C)cc1Cl,2,/
O=S(=O)(NCCc1csc(-c2cccnc2)n1)c1ccc2c(c1)OCCO2,6,99
COc1ccc(C2C(C(C)=O)=C(O)C(=O)N2c2ccccn2)cc1 (stereo not drawn),8,/
O=C(O)c1cc(C23CC4CC(CC(C4)C2)C3)nc2ccccc12,-3,/
O=c1[nH]c(CSc2nnc(NCCCN3CCOCC3)s2)nc2cc(Cl)ccc12,5,83
COc1ccc(C)cc1NS(=O)(=O)c1ccc2c3c(cccc13)C(=O)N2,/,83
CC(C)(C)CC(=O)Nc1nnc(-c2cccs2)s1,-1,/
CCOC(=O)C1CCN(C(=O)c2n[nH]c(=O)c3ccccc23)CC1,9,78
Cc1cc(C)c2oc(-c3ccc(C)c(NC(=O)c4ccc(Br)o4)c3)nc2c1,6,/
O=S(=O)(Nc1nc2ccccc2nc1Nc1ccccc1)c1ccccc1,-1,/
O=C(Oc1cccnc1)c1ccco1,-6,111
N#CC1=C(N)OC2=C(C(=O)CCC2)C1CCc1ccccc1 (stereo not drawn),8,66
CCCc1cc(=O)oc2cc(C)cc(OC(=O)c3ccco3)c12,-4,94
O=C(CSc1nc2ccccc2c(=O)n1CCC(=O)N1CCCCC1)NCc1ccccc1,4,62
O=C(Nc1ccccc1F)c1cc2cc(Br)ccc2oc1=O,6,/
O=C(O)CN1C(=O)S/C(=C/C(Cl)=C/c2ccc([N+](=O)[O-])cc2)C1=O,8,/
Cc1ccc(C(=O)Nc2ccccc2C(=O)NCCO)cc1,5,/
Cc1cc(C)c(S(=O)(=O)Nc2ccc(Cl)c3cccnc23)c(C)c1,6,/
Cc1cc(C(=O)CN2C(=O)NC(c3ccccc3)(c3ccccc3)C2=O)c(C)n1Cc1ccco1,12,55
COc1ccc(C)cc1S(=O)(=O)N1CCN(S(=O)(=O)c2cc(C)ccc2OC)C(C)C1 (stereo not drawn),8,93
S=C1SCN(CCN2CCOCC2)CN1Cc1ccccc1,8,93
Cc1nc(SCC#N)c2c3c(sc2n1)CCC3,-2,71
Cc1onc(-c2ccccc2Cl)c1C(=O)NCc1ccccn1,-4,81&58
Cc1cc(C)cc(NC(=O)C2CCCN(c3nccc(C)n3)C2)c1 (stereo not drawn),2,89
O=C(Nc1ccc(Cl)c(Cl)c1)N1CC=CCC1,-6,107
CC(C)Sc1nc(N2CCCC2)c2c(c1C#N)CC(C)(C)OC2,-8,83
N#CC1=C(N)Oc2c(oc(CO)cc2=O)C12C(=O)Nc1ccc(Cl)cc12 (stereo not drawn),-2,73
N#Cc1c(-c2ccccc2)cc(-c2ccccc2Cl)c(C#N)c1N,-18,/
COC(=O)c1c(-c2ccccc2)csc1NC(=O)CCCC(=O)O,14,/
COc1ccc(NC(=O)CSc2[nH]c(=O)cc(C)c2C#N)cc1OC,-1,/
Cc1ccc(S(=O)(=O)Nc2ccc3c(c2)C(=O)NC3=O)cc1,/,69
O=C(Nc1cccc(NC(=O)c2ccc(Cl)cc2Cl)c1)c1ccccc1F,6,/
Cc1ccc(C(C)C)c(OCCNC(=O)CCC2CCCC2)c1,0,/
CCOC(=O)/C(C#N)=C1/C=CN(c2ccccc2)C=N1,2,/
O=C(Nc1ccc(-c2nc3ccccc3o2)cc1)c1cccc(Oc2ccccc2)c1,/,178
CCc1n[nH]c2c1/C(=N\O)CC(C)(C)C2,6,98
C[C@H](NC(=O)Nc1ccccc1F)C(=O)O,5,115
CCOC(=O)C(NC(=O)Nc1ncccn1)(Oc1ccccc1)C(F)(F)F (stereo not drawn),-7,107
O=C(COc1ccc(F)cc1)Nc1nccs1,2,111
CC(=C=CC(C)(C)C1OCC(C)(C)CO1)CCC=C(C)C,21,/
O=C(Nc1ccccc1N1CCOCC1)c1ccc2c(c1)C(=O)N(Cc1ccncc1)C2=O,8,114
CCOc1nc(-c2ccccc2)c2cc(Cl)ccc2n1,-1,/
# Next section
SMILES,HePTP inh,BAP1 block
CC(Oc1ccc(Cl)cc1Cl)C(=O)Nc1nc(-c2ccc(F)cc2)cs1 (stereo not drawn),3,/
C#CCn1cc(/C=C(/C#N)C(=O)Nc2ccc(OCC)cc2)c2ccccc21,-2,/
COc1cc(NC(=O)c2cc(C(C)C)on2)cc(OC)c1OC,-2,84
O=[N+]([O-])c1cccc2c1nnn2C(CO)OCCO (stereo not drawn),/,96
C=CCSc1nnc(Cc2cc(=O)[nH]c(=O)[nH]2)n1-c1cc(C)ccc1C,-6,98
O=C(CNC(=O)c1cccs1)NCCN1CCN(Cc2ccccc2)CC1,6,110
O=C1/C(=C\Nc2ccc3c(c2)OCO3)CCc2ccccc21,11,/
Nc1c2c3c(c(Cl)ccc3[nH]c1=O)C(=O)c1ccccc1-2,103*,/
Cc1ccc(Cl)cc1-c1ccc(C=Nc2ccc(N3CCOCC3)cc2)o1,12,/
C=CCn1cc(C(=O)NCc2ccco2)c(=O)c2cc(S(=O)(=O)N3CCCCCC3)ccc21,1,49*
CCOC(=O)C1=C(O)/C(=C\c2ccc3c(c2)OCO3)SC1=Nc1ccccc1,3,/
CCN(CC)CCN1C(=O)C(=O)/C(=C(/O)c2ccc(Cl)cc2)C1c1ccncc1 (stereo not drawn),11,89
CCOC(=O)CSc1cc(C)nc2ccccc12,9,/
COc1ccc([N+](=O)[O-])cc1-c1ccc(/C=C(/C#N)C(=O)Nc2cccc(Br)c2)o1,-1,/
CCCc1ccc(OCC(=O)N/N=C\c2cc(OC)ccc2O)cc1,5,/
O=C(CCCOc1ccccc1)Nc1ccccc1,11,/
COc1ccc(-n2nc3cc(C)c(NC(=O)c4cc5ccccc5cc4OC)cc3n2)cc1,/,105
Cc1cc(OC(=O)N2CCCCC2)cc(C)c1Cl,-4,87
O=P(O)(O)C(O)C(F)(F)C(F)(F)C(F)(F)C(F)F (stereo not drawn),8,66

# Compound profiles (already shown). Values in the order: HePTP inh	BAP1 block
# Cc1ccsc1C(=O)OCC(=O)NCC1CCCO1 (stereo not drawn) across the screens: -1	120
# CC1CCCC(C)N1C(=O)Cn1c(SCC(=O)NCc2ccc3c(c2)OCO3)nc2ccccc21 (stereo not drawn) across the screens: 7	/

# Grouped by structure, those above with an aryl thioether with sulfur outside any ring.
SMILES,HePTP inh,BAP1 block
COC(=O)c1cccc(-n2nnnc2SCC(=O)Nc2cc(C)on2)c1,0,111
CC1(C)CC(=O)C(Sc2nnc(-c3ccc(NS(C)(=O)=O)cc3)n2Cc2ccco2)C(=O)C1,4,97
NC(=O)CSc1nnc2n(-c3ccccc3)c(=O)c3c4c(sc3n12)CCCCC4,/,97
CC(C)CCSc1nc2c(c(=O)[nH]c(=O)n2C)n1CCC(C)C,/,86
Cc1ccc(S(=O)(=O)c2nc(-c3cccs3)oc2SCC(N)=O)cc1,8,/
Cc1ccc(C)c(NC(=O)CSc2nnc([C@@H]3CCCN3C(=O)OC(C)(C)C)o2)c1,5,113
CC1CCCC(C)N1C(=O)Cn1c(SCC(=O)NCc2ccc3c(c2)OCO3)nc2ccccc21 (stereo not drawn),7,/
Cc1csc2nc(CSc3nc4ccccc4o3)c(Br)n12,7,67
CCOC(=O)CSc1nc2sc(C)c(C)c2c(=O)[nH]1,5&-17,130
O=C1CC(Sc2ccc3ccccc3c2)C(=O)N1c1ccccc1 (stereo not drawn),-2,/
O=c1[nH]c(CSc2nnc(NCCCN3CCOCC3)s2)nc2cc(Cl)ccc12,5,83
O=C(CSc1nc2ccccc2c(=O)n1CCC(=O)N1CCCCC1)NCc1ccccc1,4,62
Cc1nc(SCC#N)c2c3c(sc2n1)CCC3,-2,71
CC(C)Sc1nc(N2CCCC2)c2c(c1C#N)CC(C)(C)OC2,-8,83
COc1ccc(NC(=O)CSc2[nH]c(=O)cc(C)c2C#N)cc1OC,-1,/
C=CCSc1nnc(Cc2cc(=O)[nH]c(=O)[nH]2)n1-c1cc(C)ccc1C,-6,98
CCOC(=O)CSc1cc(C)nc2ccccc12,9,/

# Bioassay records deposited in PubChem BioAssay by several laboratories.
